# Assay outcomes: PubChem, several laboratories
# DAX1 inh-1: NR0B1 (DAX1) inhibition | 0.99% of 340,000 active | AID 504766 | P51843 | inhibition, % at 6.75 µM | HEK293 Gal4-DAX1 luciferase reporter, luminescence;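 active = inhibition above the mean over all tested compounds plus 3 SD, cut at about 4.2% in these data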;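 note: 0% = DAX1-transfected cells with DMSO and 100% = empty-vector control cells with DMSO; inhibition shows as a rise in luminescence from relieved DAX1 repression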
# Target sequence (P51843 207-470 limits assumed): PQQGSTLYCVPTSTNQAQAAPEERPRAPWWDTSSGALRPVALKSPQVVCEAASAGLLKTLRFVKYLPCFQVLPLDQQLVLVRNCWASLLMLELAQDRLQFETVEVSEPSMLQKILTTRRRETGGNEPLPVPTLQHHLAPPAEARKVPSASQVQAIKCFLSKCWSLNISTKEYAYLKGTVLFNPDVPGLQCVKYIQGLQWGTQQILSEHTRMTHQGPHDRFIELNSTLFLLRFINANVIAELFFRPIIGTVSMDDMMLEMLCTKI
# sPLA2-III inh: Blocks human group III sPLA2 activity; QFRET BODIPY PC-A2 liposome hydrolysis, fluorescence; inhibition, % at 12.2 µM; 0.56% of 370,000 active; AID 743126;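 active = inhibition above mean plus 3 SD of compounds lying within the high and low control bounds, cut at about 19% in these data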;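 note: 0% = median of test compound wells and 100% = no enzyme DMSO wells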
# Target sequence (Q9NZ20 whole entry, looked up): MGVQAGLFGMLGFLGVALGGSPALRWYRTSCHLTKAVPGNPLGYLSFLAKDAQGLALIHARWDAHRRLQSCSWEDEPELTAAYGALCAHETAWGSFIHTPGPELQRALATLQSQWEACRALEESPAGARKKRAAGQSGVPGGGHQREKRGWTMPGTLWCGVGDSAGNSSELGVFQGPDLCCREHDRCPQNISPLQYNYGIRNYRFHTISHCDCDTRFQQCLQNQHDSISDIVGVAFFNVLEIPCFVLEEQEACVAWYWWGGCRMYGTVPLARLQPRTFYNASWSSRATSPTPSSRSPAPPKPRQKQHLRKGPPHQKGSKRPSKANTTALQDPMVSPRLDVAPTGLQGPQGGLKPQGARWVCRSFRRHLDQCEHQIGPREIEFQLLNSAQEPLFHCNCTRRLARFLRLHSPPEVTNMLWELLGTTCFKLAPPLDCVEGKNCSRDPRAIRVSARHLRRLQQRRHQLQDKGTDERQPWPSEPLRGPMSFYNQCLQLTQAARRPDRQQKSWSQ
# hcDAF12 agonist: activates DAF-12 receptor from parasite H. contortus; HEK293 hcDAF-12 lit1-tk-luc reporter, luminescence; 0% DMSO, 100% Δ7-dafachronic acid; activation, % at 6.8 µM; 1.4% of 370,000 active;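 active = activation above the mean of all tested compounds plus 3 SD, cut at about 5.5% in these data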;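 note: 100% = response to 3 µM Δ7-dafachronic acid high control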
# DAX1 inh-2: inhibitors of DAX1 repression of SF-1 activated StAR promoter. HEK293T StAR-luciferase reporter, SF-1/DAX-1 repression relief. inhibition, % at 6.8 µM. 1.1% of 370,000 active. AID 652010;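 active = inhibition above the mean over all tested compounds plus 3 SD, cut at about 3.6% in these data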;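 note: 0% = DAX-1 cells with DMSO and 100% = cells lacking DAX-1 with DMSO; higher inhibition means more luminescence from relief of DAX-1 repression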
# GC-B act: GC-B (human) receptor activation; P20594; HEK293-GC-B cells, CNP EC30, cGMP TR-FRET; 0% at EC30 CNP, 100% saturating CNP; activation, % at 10 µM; 0.11% of 370,000 active; AID 1920062;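 active = activation at 10 µM reaching about 35% in either raw or pattern-adjusted values, limit read from the data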
# KLK7 zymogen act: activators of human kallikrein-7 zymogen; purified proKLK7, EDANS-DABCYL substrate fluorescence; 100% is mature enzyme control, 0% vehicle; activation, % at 7 µM; AID 652039; 0.9% of 370,000 active;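 active = activation above the mean of all tested compounds plus 3 SD, computed per campaign excluding outliers beyond control limits, cut at about 13% in these data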
# Target sequence (P49862 whole entry, looked up): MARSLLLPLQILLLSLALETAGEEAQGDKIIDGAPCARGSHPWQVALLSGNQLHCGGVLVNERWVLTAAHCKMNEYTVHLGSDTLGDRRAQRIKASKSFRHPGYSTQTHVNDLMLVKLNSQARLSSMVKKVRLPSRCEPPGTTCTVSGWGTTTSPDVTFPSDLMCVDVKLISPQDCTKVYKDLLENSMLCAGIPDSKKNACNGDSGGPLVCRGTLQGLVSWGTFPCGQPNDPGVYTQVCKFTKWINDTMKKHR
# NPR1 activator: GC-A (human) enzyme activation; HEK293 GC-A cells, cGMP TR-FRET, EC30 ANP; 0% at EC30 ANP, 100% saturating ANP; activation, % at 10 µM; P16066; 0.14% of 370,000 active; in the data active = activation above about 40%
# ssDAF12 agonist: S. stercoralis DAF-12 activation, primary screen | HEK293 ssDAF-12/GRIP1 lit1-tk-luc reporter, luminescence; % of 3 µM dafachronic acid response | activation, % at 6.8 µM | 1% of 370,000 active | AID 652126;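 active = activation above the mean over all tested compounds plus 3 SD, cut at about 0.9% in these data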;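 note: 0% = DMSO-only wells and 100% = 3 µM delta7-dafachronic acid wells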
# SMARCA2 activ: increases SMARCA2 function in MMTV reporter cells; MG213 cells, MMTV-luciferase reporter, dexamethasone, overnight; activation, % at 9.1 µM; 1% of 370,000 active; AID 652017; in the data active = activation above about 7.8%;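 note: 0% = vehicle wells and 100% = reference activator wells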
# FXN GAA850 act: frataxin GAA850 promoter activation. HEK293 lucGAA850 FXN promoter luciferase reporter, 24 h; percent of 10 µM SAHA response. activation, % at 6 µM. 0.56% of 360,000 active;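 active = activation above the average of all compounds screened plus 3 SD, cutoff fixed separately per campaign, cut at about 7.5% in these data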;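 note: 0% = DMSO wells and 100% = 10 µM SAHA wells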
# hgDAF-12 ag: activates the H. glycines DAF-12 receptor ligand-binding domain. HEK293 GAL4-hgDAF12 UAS-luciferase reporter, agonist luminescence; normalized to butyrate control. activation, % at 6.8 µM. 1.8% of 370,000 active;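 active = activation above a cutoff set at the mean of all screened compounds plus 3 SD, cut at about 10% in these data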;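 note: 0% = DMSO wells and 100% = sodium butyrate wells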
# An asterisk follows results filed as active; . = not tested or not shown.
smiles	DAX1 inh-1	sPLA2-III inh	hcDAF12 agonist	DAX1 inh-2	GC-B act	KLK7 zymogen act	NPR1 activator	ssDAF12 agonist	SMARCA2 activ	FXN GAA850 act	hgDAF-12 ag
O=C(O)CCC(=O)Nc1ccc(Br)cn1	-0.1	5	-0.7	1.0	0	-0.5	1	-0.6	-2	1.2	-2.0
CC(C)c1ccc(CC(C)C2C3=C(CCCC3=O)OC3=C2C(=O)CCC3)cc1 (stereo unspecified)	-1.0	7	-1.1	-0.2	0	-0.2	0	-0.4	-1	0.6	-1.7
O=C(O)CSc1nc(-c2ccc(Cl)cc2)nc2c1oc1ccccc12	0.4	4	2.8	-0.3	-11	-0.3	2	0.4	-3	0.2	0.0
O=C(Cn1cc(S(=O)(=O)Cc2cccc(F)c2)c2ccccc21)N1CCOCC1	0.6	-1	1.1	0.0	0	0.8	2	-0.3	1	1.6	-0.5
Nc1nnc(CSc2ccc(Cl)cc2)s1	-1.0	9	-1.3	0.4	1	-0.1	0	-0.4	2	-0.3	0.4
COc1cc2c(cc1NC(=O)CCCCCN1C(=O)CCC1=O)oc1ccccc12	-1.6	-12	-2.8	-1.2	1	0.5	3	-1.8	4	2.1	-2.5
Cc1onc(C(=O)N2C(C)CCCC2C)c1[N+](=O)[O-] (stereo unspecified)	-0.1	4	-2.7	-0.8	-3	-0.5	4	0.6	-2	-0.8	1.9
CCOc1ccc2ccccc2c1/C=N/NC(=O)c1cc(C)[nH]n1	-0.3	2	-1.0	0.1	10	1.0	-3	-0.5	6	1.1	1.2
O=C(Nc1ccc(OC(F)(F)F)cc1)c1cc(S(=O)(=O)N2CCCCC2)ccc1N1CCOCC1	0.7	-10	-0.1	-1.4	-4	0.9	-2	-0.6	-5	1.6	-0.7
COC(=O)c1sccc1NC(=O)Nc1ccc(OC)cc1OC	0.0	-4	-1.7	0.2	-2	-0.4	-5	-1.2	2	-0.5	-1.0
CCOC(=O)N1CCN(C(=O)c2ccc(OC)c(OC)c2)CC1	0.0	12	-1.1	-0.8	4	-0.1	-3	-1.6	-3	-1.0	1.5
O=C(NCc1ccc(F)cc1)c1cc2c(s1)CCCC2	7.0*	-14	-2.6	-0.6	6	-0.1	0	-1.1	0	1.1	4.1

# Part of the list above, with two lines to a compound:
# Results follow in this order: DAX1 inh-1, sPLA2-III inh, hcDAF12 agonist, DAX1 inh-2, GC-B act, KLK7 zymogen act, NPR1 activator, ssDAF12 agonist, SMARCA2 activ, FXN GAA850 act, hgDAF-12 ag
> O=C(O)CCC(=O)Nc1ccc(Br)cn1
    -0.1, 5, -0.7, 1.0, 0, -0.5, 1, -0.6, -2, 1.2, -2.0
> CC(C)c1ccc(CC(C)C2C3=C(CCCC3=O)OC3=C2C(=O)CCC3)cc1 (stereo unspecified)
    -1.0, 7, -1.1, -0.2, 0, -0.2, 0, -0.4, -1, 0.6, -1.7
> O=C(O)CSc1nc(-c2ccc(Cl)cc2)nc2c1oc1ccccc12
    0.4, 4, 2.8, -0.3, -11, -0.3, 2, 0.4, -3, 0.2, 0.0
> O=C(Cn1cc(S(=O)(=O)Cc2cccc(F)c2)c2ccccc21)N1CCOCC1
    0.6, -1, 1.1, 0.0, 0, 0.8, 2, -0.3, 1, 1.6, -0.5

# Later entries.
smiles	DAX1 inh-1	sPLA2-III inh	hcDAF12 agonist	DAX1 inh-2	GC-B act	KLK7 zymogen act	NPR1 activator	ssDAF12 agonist	SMARCA2 activ	FXN GAA850 act	hgDAF-12 ag
Cn1nnnc1SCc1nc2scc(-c3ccccc3)c2c(=O)[nH]1	0.4	-4	-1.1	-0.4	-6	0.1	-6	-1.6	1	-0.4	-0.5
Cc1ccc(Oc2nc3ccccc3n3c(C)nnc23)c(C)c1	1.4	6	0.6	-0.1	-4	0.1	2	-1.2	-2	0.7	0.2
CN1CCN(CC(=O)NC23CC4CC(CC(C4)C2)C3)CC1	-0.9	3	0.7	0.1	3	-0.4	1	-0.6	1	0.7	-0.8
CC(NC(=O)C1CCC1)c1ccc(Cl)cc1 (stereo unspecified)	-1.4	6	-1.3	1.8	-1	0.4	-4	-1.1	1	0.5	0.6
COc1cccc(-n2c(Cc3cc(=O)[nH]c(=O)[nH]3)nnc2SC(C)C)c1	2.8	-20	-0.1	-0.2	-1	0.2	4	-0.3	1	2.8	2.3
Cc1cnc(CN2CCCC(C(=O)c3ccc4c5c(cccc35)CC4)C2)[nH]1 (stereo unspecified)	0.1	-7	-1.3	-0.3	-4	1.5	-1	-1.0	-2	-0.3	-1.6
COc1ccc(OC)c(C(=O)CSc2nnc(C3CC3)n2C2CC2)c1	-0.9	11	0.5	0.8	3	0.2	0	-1.1	-3	1.4	0.7
O=C(Nc1ccc2c(c1)OCO2)C1CC(=O)N(c2ccc3c(c2)OCCO3)C1 (stereo unspecified)	-1.1	1	-2.5	-0.2	4	0.4	-2	-1.6	-4	-2.7	-3.1
CC(=O)Nc1nc2ccccc2n1CCN(C)C	-1.4	1	-0.5	0.5	5	-0.5	6	-0.8	-1	0.0	0.3
CCOC(=O)C1CCCN(C(=O)COc2ccccc2O)C1 (stereo unspecified)	-0.3	0	-1.2	-0.2	0	0.4	6	-0.6	-1	-0.7	-0.4
CCOc1ccc(N/C(SC)=C(/C#N)C(N)=O)cc1	1.2	8	-1.9	-0.5	-2	-0.2	-2	-0.5	3	-0.9	2.2
O=C(CN1C(=O)CCSc2ccccc21)Nc1ccc2c(c1)OCCO2	0.0	2	0.4	-0.6	2	-0.1	3	-1.5	5	0.7	0.6

smiles	DAX1 inh-1	sPLA2-III inh	hcDAF12 agonist	DAX1 inh-2	GC-B act	KLK7 zymogen act	NPR1 activator	ssDAF12 agonist	SMARCA2 activ	FXN GAA850 act	hgDAF-12 ag
Cn1cccc1C(=O)NC(=O)COC(=O)CC12CC3CC(CC(Br)(C3)C1)C2	0.3	3	2.3	-0.3	4	-0.1	7	-0.4	2	-5.8	-1.2
O=C(CSc1nc2c(sc3ccccc32)c(=O)n1CCCN1CCCC1)NCc1ccccc1	1.5	-3	3.3	1.2	-7	-1.5	-5	-0.9	4	2.9	1.0
CCCCn1c(N)c(N(CCC(C)C)C(=O)CSc2nc3ccccc3n2C)c(=O)[nH]c1=O	-0.4	13	-0.1	0.3	-2	-1.0	-2	-0.4	-1	1.8	-0.9
CN(C)Cc1c(C(=O)N/N=C/c2ccoc2)nnn1-c1nonc1N	-0.6	0	0.1	0.5	1	0.4	-3	-0.8	0	-0.4	-0.3
C=CCn1cc(-c2ccccc2)cc(C#N)c1=O	1.3	1	-0.8	0.1	-1	4.8	5	-1.1	-1	0.8	-0.7
O=C(CCC(=O)N1CCOCC1)NCCc1ccc(Cl)cc1Cl	0.3	9	0.8	-0.6	-3	-1.0	5	-1.1	0	0.1	0.5
O=C(CNC(=O)c1ccc(C(F)(F)F)cc1)NC1CC1	0.4	-1	1.8	1.5	1	-0.4	-4	-1.4	-3	2.8	0.8
O=C(CCNC(=O)c1ccccc1Cl)NCC1COc2ccccc2O1 (stereo unspecified)	-0.2	2	-0.9	0.2	1	-0.6	4	-1.1	-2	0.5	1.6
CC(C)Cn1c(-c2cc(Br)ccc2F)nc2c1c(=O)[nH]c(=O)n2CC(C)C	0.3	-3	-1.4	0.5	-11	0.3	-11	-1.4	0	2.5	-0.1
Cc1ccc(NC(=S)N(CCC(C)C)C(C)c2ccncc2)c(Cl)c1 (stereo unspecified)	1.7	-2	-0.6	0.2	0	-0.3	-5	-1.5	0	1.1	-2.7
Cc1cc(C)c(S(=O)(=O)N2C=CC(C(F)(F)F)=NCC2)c(C)c1	1.9	-2	-0.3	0.9	-4	-0.6	-12	-1.3	-8	0.5	-0.6
CCOc1ccc(N(C(C)=O)c2nc(C)cc(C)c2C#N)cc1	-0.3	4	2.5	-0.8	3	0.3	2	-0.3	1	1.1	-0.8

smiles	DAX1 inh-1	sPLA2-III inh	hcDAF12 agonist	DAX1 inh-2	GC-B act	KLK7 zymogen act	NPR1 activator	ssDAF12 agonist	SMARCA2 activ	FXN GAA850 act	hgDAF-12 ag
O=S(=O)(Nc1nc2ccccc2s1)c1ccc(Cl)s1	-0.5	-60	2.0	-0.7	8	-0.8	1	0.4	-2	-0.1	-0.8
COc1ccc(NS(=O)(=O)c2cc(NC(=O)Cn3cnc4c3c(=O)n(C)c(=O)n4C)ccc2C)cc1	1.3	-1	-0.2	0.1	0	0.2	-4	-1.2	-4	2.1	-2.9
COc1ccc2[nH]c(C)c(CCNC(=S)Nc3cc(C)ccc3C)c2c1	0.1	12	-2.3	-0.3	-7	-0.6	-9	-1.6	0	-1.6	0.9
O=C(Cc1cccc2ccccc12)N/N=C/c1ccc2cccc(O)c2n1	-1.0	-4	-1.7	-0.1	-8	0.0	-1	-1.4	-5	-1.6	-2.4
Cc1ccc(OCC(=O)c2c[nH]c3ccccc23)c([N+](=O)[O-])n1	2.8	-14	6.3*	1.6	-3	-0.9	0	0.9	-1	-0.1	4.0
COC(=O)c1ccc(NC(=O)c2ccccc2NS(C)(=O)=O)cc1	0.2	-2	2.2	-0.1	12	0.1	10	-1.2	-1	0.6	1.5
COC(=O)C1=CO[C@@H](O[C@@H]2O[C@H](CO)[C@@H](O)[C@H](O)[C@H]2O)C2C(CO)=CCC12 (stereo partly specified)	0.8	2	-1.9	-0.1	-3	-0.4	3	-1.3	-1	0.5	1.1
COc1ccc(-n2nc(C(=O)N3CCN(c4ccc(F)cc4)CC3)c3ccccc3c2=O)c(OC)c1	0.4	-5	-1.8	0.2	3	-0.1	2	-1.5	0	1.0	-1.8
COc1ccc(CCNC(=O)Nc2cccc([N+](=O)[O-])c2)cc1	-0.6	-15	-1.1	-0.6	-3	0.1	1	-2.2	-2	-1.2	-2.1
O=C(CCNC(=O)c1ccc([N+](=O)[O-])cc1)Nc1cccc(S(=O)(=O)N2CCCCCC2)c1	-0.1	-8	-0.8	-0.9	-2	0.6	-2	-1.4	-2	1.9	-2.0
CCOCCCNc1ncnc2c1nc1n2CCCC1	0.7	2	-0.6	0.3	7	-0.3	1	-1.2	3	-0.8	0.0
O=C(CCc1ccc(S(=O)(=O)N2CCOCC2)cc1)Oc1ccccc1	0.7	-4	0.2	0.6	-2	0.2	2	-1.0	0	0.5	0.6

smiles	DAX1 inh-1	sPLA2-III inh	hcDAF12 agonist	DAX1 inh-2	GC-B act	KLK7 zymogen act	NPR1 activator	ssDAF12 agonist	SMARCA2 activ	FXN GAA850 act	hgDAF-12 ag
CCOC(=O)C1CCN(c2c(NC3CCCc4ccccc43)c(=O)c2=O)CC1 (stereo unspecified)	0.1	1	-1.3	1.3	-2	-0.3	2	-1.7	1	2.1	-4.2
CC(=O)Nc1ccc(C(=O)OCc2ccc(Cl)cc2)cc1	-2.0	-16	-2.6	0.9	-6	0.0	-3	-1.7	0	0.7	2.3
C[C@@H]1CN([C@@H](C)CO)C(=O)CCCn2cc(nn2)CO[C@H]1CN(C)C(=O)c1ccc(N2CCN(C)CC2)cc1	.	2	-0.5	-0.2	1	-0.5	-1	-0.8	-1	.	-0.4
CCOc1ncccc1C(=O)OCC(=O)Nc1cc(S(=O)(=O)N2CCOCC2)ccc1C	-0.6	-9	-2.5	-0.5	4	0.1	2	-1.2	-2	3.6	-1.5
CCOC(=O)c1sc2nc(C)nc(NCc3ccc(F)cc3)c2c1C	-1.3	-7	-3.8	-0.9	-2	-6.5	2	-1.6	-5	-1.1	-3.4
